Bioassay records: PubChem BioAssay, The Scripps Research Institute Molecular Screening Center
ULK1 primary: blocks human autophagy kinase ULK1 | inhibition, % at 5.96 µM | AID 1259251 | AlphaScreen Atg13 phosphorylation by ULK1, luminescence | O75385 | actives 1.9% (n = 30,000); in the data active = inhibition above about 43%;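 also: 0% = median of compound wells and 100% = no enzyme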
ASK1 inh: human ASK1 kinase inhibition, primary screen; Q99683; inhibition, % at 7.44 µM; AlphaScreen MKK6 phosphorylation by ASK1, luminescence; actives 0.99% (n = 22,000); in the data active = inhibition above about 35%;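 also: 0% = median of compound wells and 100% = no enzyme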
Target sequence (Q99683 whole entry, looked up): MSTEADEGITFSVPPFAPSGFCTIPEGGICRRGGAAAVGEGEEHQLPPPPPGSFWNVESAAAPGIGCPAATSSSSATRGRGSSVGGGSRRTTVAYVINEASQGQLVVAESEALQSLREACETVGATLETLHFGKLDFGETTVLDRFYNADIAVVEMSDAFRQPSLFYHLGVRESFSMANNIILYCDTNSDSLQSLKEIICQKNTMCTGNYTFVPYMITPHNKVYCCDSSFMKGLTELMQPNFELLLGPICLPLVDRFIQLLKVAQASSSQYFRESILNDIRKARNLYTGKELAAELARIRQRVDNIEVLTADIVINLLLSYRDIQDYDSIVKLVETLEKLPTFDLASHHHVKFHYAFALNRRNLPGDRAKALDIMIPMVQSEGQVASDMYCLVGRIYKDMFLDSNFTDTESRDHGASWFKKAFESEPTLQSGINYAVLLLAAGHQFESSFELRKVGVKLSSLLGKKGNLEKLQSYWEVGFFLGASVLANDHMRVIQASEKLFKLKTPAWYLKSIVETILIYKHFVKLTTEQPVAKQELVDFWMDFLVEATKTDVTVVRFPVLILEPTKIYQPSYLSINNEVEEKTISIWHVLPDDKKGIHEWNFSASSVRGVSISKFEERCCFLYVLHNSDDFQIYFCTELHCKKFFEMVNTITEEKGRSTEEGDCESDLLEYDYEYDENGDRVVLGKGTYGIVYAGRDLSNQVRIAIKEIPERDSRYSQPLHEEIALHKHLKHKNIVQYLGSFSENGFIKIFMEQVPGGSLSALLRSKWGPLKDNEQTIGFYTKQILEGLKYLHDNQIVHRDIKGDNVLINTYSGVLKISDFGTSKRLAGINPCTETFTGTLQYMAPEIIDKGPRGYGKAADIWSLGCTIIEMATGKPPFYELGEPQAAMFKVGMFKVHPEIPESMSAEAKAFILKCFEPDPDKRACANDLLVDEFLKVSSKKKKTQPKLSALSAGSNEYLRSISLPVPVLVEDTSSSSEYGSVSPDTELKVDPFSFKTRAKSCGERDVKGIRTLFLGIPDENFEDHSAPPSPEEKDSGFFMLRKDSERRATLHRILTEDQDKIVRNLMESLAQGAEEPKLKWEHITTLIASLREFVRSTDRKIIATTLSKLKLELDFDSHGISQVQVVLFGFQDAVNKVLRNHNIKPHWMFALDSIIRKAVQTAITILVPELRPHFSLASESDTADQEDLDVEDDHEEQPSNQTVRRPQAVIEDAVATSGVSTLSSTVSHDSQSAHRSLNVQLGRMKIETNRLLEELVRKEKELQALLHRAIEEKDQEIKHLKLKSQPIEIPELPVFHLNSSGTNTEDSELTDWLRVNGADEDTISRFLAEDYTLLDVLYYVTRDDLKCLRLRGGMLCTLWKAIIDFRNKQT
Starred values were filed as active, the others as inactive; · = no result given.

SMILES | ULK1 primary | ASK1 inh
Nc1nc(NCCOc2ccccc2)cc(Nc2cnccn2)n1 | 1 | -1
c1cncc(CNc2nc(NCc3ccc4c(c3)OCO4)nc3c2ncn3C2CCCCC2)c1 | -6 | 7
Cc1cc(NC2CCN(Cc3ccccc3)CC2)nc(Nc2ccnn2C)n1 | 16 | 7
OCCNc1nc(Nc2ccccn2)nc2nc[nH]c12 | 8 | 3
NC(=O)c1ccc(-c2cc(C(=O)Nc3ccc(N4CCOCC4)cc3)ccn2)cc1 | 27 | -2
O=C(NCc1ccccc1)c1cc(N2CCC(N3CCOCC3)CC2)nc2ccccc12 | -8 | -24
COc1ccc(OC)c(CN2CCC(C(=O)NCC3CCCO3)CC2)c1 (configuration not stated) | 0 | ·
Cc1ccccc1-c1cc(C(N)=O)on1 | 0 | ·
O=C(Cc1cn(-c2ccc(NCCN3CCOCC3)nn2)c2ccccc12)NCCN1CCOCC1 | -10 | 11
O=C1NN(C(=O)Nc2cccc(Cl)c2)C2Cc3ccccc3C12 (configuration not stated) | 2 | ·
CC(C)n1cnc2c(NCc3cccc(C(F)(F)F)c3)nc(Nc3ccccc3)nc21 | -25 | 6
c1ccc(-c2nc(-c3ccccn3)cc(N3CCC4(CC3)OCCO4)n2)cc1 | 0 | ·
COc1ccc(-c2nc3ncnc(NCCO)c3[nH]2)cc1 | 5 | 4
OCCNc1nc(Nc2ccccc2)nc2c1ncn2-c1ccccc1 | 11 | 18
CCCCOc1ccc(S(=O)(=O)n2nc(C)c(S(=O)(=O)N3CCCCCC3)c2C)cc1 | 3 | ·
c1ccc2c(c1)CCN(c1nc3ncnc(Nc4ccc(N5CCOCC5)cc4)c3[nH]1)C2 | 13 | 20
O=C(NCc1ccccc1)c1cnc(Nc2ccccc2)s1 | -7 | -7
O=C1CCCN1CCn1cnc2c(Nc3ccc(N4CCOCC4)cc3)nc(Nc3ccccc3)nc21 | -1 | 14
CC(=O)Nc1ccc(Nc2nc(NCCCN3CCCC3=O)nc3c2ncn3-c2ccccc2)cc1 | -6 | -6
CCCNC(=O)c1ccnc(N2CCN(Cc3ccc4c(c3)OCO4)CC2)c1 | 8 | 0
CN(C)C(=O)c1ccnc(Nc2ccc3[nH]ncc3c2)c1 | 7 | 4
CC(=O)Nc1ccc(NC(=O)c2cc(N3CCc4ccccc4C3)nc3ccccc23)cc1 | -4 | -6
O=C(/C=C/c1ccccc1)OCc1ccccc1 | -4 | ·
NNc1ncc(-c2nc3ccccc3o2)cn1 | 5 | ·
FC(F)(F)c1ccc(Cn2cnc3c(Nc4ccc5c(c4)OCO5)nc(Nc4cnccn4)nc32)cc1 | -4 | 25

Next part:
SMILES | ULK1 primary | ASK1 inh
NC(=O)c1ccc(-c2nc(NC3CC3)c3ncn(C4CCCCC4)c3n2)cc1 | -1 | -5
O=C1OCCN1c1ccc(Nc2nccc(-c3cncc(N4CCOCC4)c3)n2)cc1 | 4 | 6
O=C(NC1CC1)c1cnc(Br)s1 | 4 | -8
COc1cccc2cc(-c3csc(NC(=O)c4ccccc4F)n3)oc12 | -1 | ·
COc1cc(Nc2cc(N3CCOCC3)ncn2)cc(OC)c1OC | 6 | 3
Cc1cc(NCCN(C(C)C)C(C)C)nc(-c2cccc(N)c2)n1 | 6 | -8
CC(=O)c1cccc(-c2ccc(C(=O)NC3CCN(Cc4ccccc4)CC3)s2)c1 | -8 | 4
CC(=O)Nc1c(I)c(C(=O)O)c(I)c(C(=O)NCCO)c1I | -9 | ·
O=C(NCc1nc(-c2ccncc2)n[nH]1)c1cc(-c2ccccc2)c(C(F)(F)F)s1 | -32 | 0
CCCNc1nc(Nc2ccccn2)nc2c1ncn2C(C)C | 18 | 6
c1cncc(-c2cc(N3CCC4(CC3)OCCO4)nc(-c3ccncc3)n2)c1 | 2 | ·
O=C(NCc1cccc(C(F)(F)F)c1)c1cccc(Nc2ccc(-n3ccnc3)cc2)n1 | -29 | 2
NC(=O)c1ccc(-c2nc(C(=O)NCc3nc4ccccc4[nH]3)cs2)cc1 | -6 | -5
c1ccc(Nc2nc(N3CCN(c4ccccn4)CC3)nc3c2ncn3C2CCCCC2)cc1 | -3 | 18
CN(C)CCOc1cc(-c2cn[nH]c2)ccc1NC(=O)[C@@H]1Cc2ccccc2C(=O)N1 | -5 | -8
C=CCn1c(N2CCOCC2)cc(=O)n(C)c1=O | -27 | ·
c1ccc2c(c1)CCN(c1cc(NCc3nc4ccccc4[nH]3)ncn1)C2 | -1 | -7
OC1CCC(Nc2nc3ncnc(NCc4cccc(C(F)(F)F)c4)c3[nH]2)CC1 (configuration not stated) | 3 | 12
O=C(NCc1nc2ccccc2[nH]1)c1cccc(-c2cccs2)n1 | -15 | -7
CCN(CC)C(=O)C1CCCN(c2nc(NCc3cccc(C(F)(F)F)c3)c3ncn(-c4ccccc4)c3n2)C1 (configuration not stated) | 26 | 19
COc1ccc(-c2cc(=O)c3ccc(NC(C)=O)cc3o2)cc1 | 0 | ·
OCC1CCCN1c1nc(Nc2ccc(N3CCOCC3)cc2)c2ncn(-c3ccsc3)c2n1 (configuration not stated) | 11 | 16
COc1ccc(CCNc2ncnc3nc(NCCCN4CCCC4=O)[nH]c23)cc1 | 6 | 1
O=C(NCc1ccccc1)c1cccc(Nc2ccccn2)c1 | 0 | -14
O=C(NCCCN1CCCC1=O)c1cnc(Nc2ccccn2)s1 | 9 | 1

More structures:
SMILES | ULK1 primary | ASK1 inh
CC(C)CCn1c(N(C)C)nc2c1c(=O)n(C)c(=O)n2C | 6 | ·
COc1cccc(-c2cnc3ccc4ccncc4c3c2)c1 | 16 | -18
Cn1c(=O)cc(NCc2ccco2)n(Cc2cccc(C(F)(F)F)c2)c1=O | -2 | ·
O=C(NCc1nc2ccccc2[nH]1)c1cnc(N2CCc3ccccc3C2)s1 | 1 | -4
Cc1cnc(N2CCN(c3ccccn3)CC2)nc1NCCOc1ccccc1 | -2 | -8
COc1cc2nc(N3CCOCC3)nc(NCc3cccc(C(F)(F)F)c3)c2cc1OC | 1 | 9
NCCCC[C@H](N[C@@H](CCc1ccccc1)C(=O)O)C(=O)N1CCC[C@H]1C(=O)O | 0 | ·
CCN(CC)C(=O)[C@]1(c2ccccc2)C[C@@H]1CN | 3 | ·
CCCC(=O)NC(=S)NNC(=O)CC#N | 4 | ·
c1ccc(-n2cnc3c(NC4CC4)nc(N4CCN(Cc5ccc6c(c5)OCO6)CC4)nc32)cc1 | 2 | 27
CCOC(=O)c1c(NC(=O)CCl)sc(Cl)c1-c1ccccc1 | 24 | ·
O=C(Nc1cccc(Cl)c1)N1CCc2nc3ccccn3c(=O)c2C1 | 18 | ·
Brc1ccc2nc(C3CCCN3)[nH]c2c1 (configuration not stated) | 3 | 17
CN(C)c1cccc(Nc2cccc(C(=O)NCCOc3ccccc3)n2)c1 | -26 | 6
c1nc(Nc2ccc(N3CCOCC3)cc2)cc(N2CCN(Cc3ccc4c(c3)OCO4)CC2)n1 | 10 | 24
C/C(=C\c1csc(C)n1)[C@@H]1C[C@@H]2O[C@]2(C)CCC[C@H](C)[C@H](O)[C@@H](C)C(=O)C(C)(C)[C@@H](O)CC(=O)N1 | -15 | ·
Nc1nc(NCc2ccccc2)cc(N2CCN(Cc3ccc4c(c3)OCO4)CC2)n1 | -1 | 7
CNCCc1ccccn1 | 6 | ·
C=CC(C)(O)CCCC(C)CCCC(C)CCCC(C)C (configuration not stated) | 13 | ·
COc1ccc(-c2cc(C(=O)Nc3ccc(NC(C)=O)cc3)ccn2)cn1 | 4 | 4
CCCCC(CC)COC(=O)c1ccc(N(C)C)cc1 (configuration not stated) | 0 | ·
O=C(Nc1cc(-c2ccncc2)c[nH]c1=O)C1Cc2c(ccc3ccccc23)O1 (configuration not stated) | -6 | -3
Cc1ncn(-c2ccc(Nc3cc(-c4nocc4-c4cnn(C)c4)ccn3)cc2)n1 | -6 | 4
COc1ccc(CNC(=O)C/C(C)=N/NC(=O)c2cccc(Cl)c2)cc1 | -2 | ·
COc1cc(NC(=O)c2cccc(-n3cc(NC(=O)c4ccc(Br)o4)cn3)c2)ccc1N1CCOCC1 | -12 | 9

New compounds follow:
SMILES | ULK1 primary | ASK1 inh
Cc1ccc(-n2ncc3c(-n4nc(C)cc4NC(=O)c4cccc(F)c4)ncnc32)c(C)c1 | 1 | ·
O=C(NCCN1CCOCC1)c1cccc(-n2ncc3cc(Nc4ccccc4Cl)ccc32)n1 | -9 | -14
NC(=O)c1ccccc1Nc1cc(NC(=O)Cc2ccc(F)cc2)ncc1F | -4 | -17
Cn1cc(Br)c(C(=O)NC2CCCCC2)n1 | 3 | ·
O=C(O)c1cccnc1 | 3 | ·
Brc1cnn2c(-c3ccccc3)ccnc12 | 10 | 0
O=C(NCCN1CCOCC1)c1cccc(N2CCOCC2)c1 | 0 | 2
CN(C(=O)c1cccs1)C1CCS(=O)(=O)C1 (configuration not stated) | -10 | ·
NC(=O)c1ccc(-c2nc(NCc3nc4ccccc4[nH]3)c3[nH]cnc3n2)cc1 | 15 | -12
O=C(NCCOc1ccccc1)c1cnc(NC2CCC(O)CC2)s1 (configuration not stated) | 3 | 3
CCN(CC)c1nc(Nc2ccc3c(c2)OCO3)nc(N2CCN(c3ccccn3)CC2)n1 | -6 | 22
CCOC(=O)C(C#N)C1(c2ccc(C)cc2)CCOC(C)(CC)C1 (configuration not stated) | 4 | ·
CC(=O)Nc1ccc(-c2ccncc2-c2ccc(S(N)(=O)=O)cc2)cc1 | 31 | -8
Cc1ncn(-c2ccc(Nc3nccc(-c4cc(Oc5ccccc5)c(F)c(N(C)C)c4)n3)cc2)n1 | 5 | -4
CCCNc1cc(C)nc(Nc2ccc(-n3ccnc3)cc2)n1 | -7 | -25
CC(=O)Nc1ccc(C(=O)Nc2ccccc2N)cc1 | -16 | ·
COc1ccc(CCNC(=O)c2ccc(-c3ccc(N4CCN(C)CC4)cc3)s2)cc1 | 10 | -22
Cn1nccc1Nc1nc2ncnc(NCCOc3ccccc3)c2[nH]1 | 21 | 3
CCCNc1cc(N2CCCC(C(=O)N(CC)CC)C2)ncn1 (configuration not stated) | -12 | 3
CCN(CC)C(=O)C1CCCN(c2nc3c(NCCN(C(C)C)C(C)C)ncnc3n2C(C)C)C1 (configuration not stated) | 0 | 1
CCN(CC)c1nc(NCCN2CCOCC2)nc(NCCN2CCOCC2)n1 | -2 | -12
Fc1ccc(CN2CCOc3ccc(-c4ccncc4)cc32)cc1 | -15 | 13
CCN(CC)C(=O)C1CCCN(c2nc(C(=O)NCCCN3CCCC3=O)cs2)C1 (configuration not stated) | 0 | -17
OCCCNc1cc(-c2ccccc2F)nc(-c2ccccn2)n1 | -3 | ·
O=C(NCCN1CCOCC1)C1CCN(c2ccc(Cl)nn2)CC1 | -10 | -6

Part of the list above in order of SMILES length, largest number first:
SMILES | ULK1 primary | ASK1 inh
CCN(CC)C(=O)C1CCCN(c2nc(C(=O)NCCCN3CCCC3=O)cs2)C1 (configuration not stated) | 0 | -17
O=C(NCCN1CCOCC1)c1cccc(N2CCOCC2)c1 | 0 | 2
Brc1cnn2c(-c3ccccc3)ccnc12 | 10 | 0

The results go on.
SMILES | ULK1 primary | ASK1 inh
O=C1N(Cc2c(F)cc(F)cc2F)CCN1c1ccc(C(F)(F)F)cn1 | 9 | ·
c1cc(Nc2nc3ncnc(NC4CC4)c3[nH]2)ncn1 | 9 | 6
O=C1CCCN1CCn1cnc2c(NC3CC3)nc(Cl)nc21 | -4 | -6
COc1ccc(CNc2nc(-c3cccc(OC(F)(F)F)c3)nc3cc(OC)c(OC)cc23)cc1 | -59 | 4
O=C(NC1CC1)c1ccc(-c2nc(Nc3ccc(Oc4ccccc4)cc3)c3[nH]cnc3n2)cc1 | 4 | 24
COc1ccc(Cn2c(=O)c3ncccc3n(CC(=O)NCc3ccccc3Cl)c2=O)cc1 | 3 | ·
Oc1ccc(CCNc2nc(Nc3ccccc3)nc3c2ncn3Cc2ccc(C(F)(F)F)cc2)cc1 | -40 | 2
O=C(O)c1c2c(nc3ccccc13)CCN(CC(O)COc1ccccc1)C2 (configuration not stated) | 13 | ·
O=C1CCCN1CCCNc1nc(Nc2cnccn2)nc2nc[nH]c12 | -14 | -8
Cc1nc(C(F)(F)F)c(C(=O)Nc2ccccn2)s1 | 7 | ·
COc1ccc(CCNC(=O)c2csc(Nc3nccc4ccccc34)n2)cc1 | 1 | -9
Oc1ccc(CCNc2nc(Nc3ccc4ncccc4c3)nc3c2ncn3Cc2ccc(C(F)(F)F)cc2)cc1 | -50 | 9
COC(=O)c1cc(Cl)ccc1OC | -17 | ·
COc1ccc(CCNc2nc(-c3ccc(C(=O)NC4CC4)cc3)nc3c2ncn3-c2ccsc2)cc1 | -7 | 3
NC(=O)c1ccc2cnn(-c3ccc(C(=O)NCCN4CCOCC4)cc3)c2c1 | 7 | 5
OCCN1CCN(c2cc(-c3ccncc3)nc(-c3ccccc3)n2)CC1 | 4 | ·
O=C(Nc1nc(CC(=O)N2CCN(c3ccccc3Cl)CC2)cs1)NC1CCCC1 | -14 | ·
CC(C)(C)OC(=O)N1CCC[C@H](Nc2ccnc(Nc3ccc(S(N)(=O)=O)cc3)n2)C1 | -4 | -22

Reformatted field by field: entries from further up
canonical_smiles: Cc1ncn(-c2ccc(Nc3cc(-c4nocc4-c4cnn(C)c4)ccn3)cc2)n1
- ULK1 primary = -6
- ASK1 inh = 4

canonical_smiles: COc1ccc(CNC(=O)C/C(C)=N/NC(=O)c2cccc(Cl)c2)cc1
- ULK1 primary = -2
- ASK1 inh = ·

canonical_smiles: COc1cc(NC(=O)c2cccc(-n3cc(NC(=O)c4ccc(Br)o4)cn3)c2)ccc1N1CCOCC1
- ULK1 primary = -12
- ASK1 inh = 9

canonical_smiles: Cc1ccc(-n2ncc3c(-n4nc(C)cc4NC(=O)c4cccc(F)c4)ncnc32)c(C)c1
- ULK1 primary = 1
- ASK1 inh = ·

5 of these compounds, set out differently:
Results follow in this order: ULK1 primary	ASK1 inh
> NCCCC[C@H](N[C@@H](CCc1ccccc1)C(=O)O)C(=O)N1CCC[C@H]1C(=O)O
    0	·
> CCN(CC)C(=O)[C@]1(c2ccccc2)C[C@@H]1CN
    3	·
> CCCC(=O)NC(=S)NNC(=O)CC#N
    4	·
> c1ccc(-n2cnc3c(NC4CC4)nc(N4CCN(Cc5ccc6c(c5)OCO6)CC4)nc32)cc1
    2	27
> CCOC(=O)c1c(NC(=O)CCl)sc(Cl)c1-c1ccccc1
    24	·
